AID2073 = disruptors of CaV2.2 binding to Mint1 – biochemical, HTRF (AID 2073); actives 0.19% (n = 290,000); HTRF protein-protein interaction, Mint1-CaV2.2; higher % means a stronger effect; inhibition, % at 20 µM, or IC50 in µM where a hit was titrated; in the data active = inhibition mostly above about 51%, no sharp cut-off; note: some results filed as inactive read as strong as hits
WT yeast gro inh = growth inhibition of WT yeast, mitochondrial fusion screen | mitochondrial fusion phenotypic screen, WT strain | inhibition, % at 10 µM | actives 2.1% (n = 190,000); in the data active = inhibition above about 58%; tested in S. cerevisiae
GPR35 antagonists = inhibition of zaprinast-stimulated GPR35 beta-arrestin translocation – imaging, U2OS, beta-arrestin-GFP, zaprinast agonist, primary screen (AID 2058); U2OS GPR35 beta-arrestin-GFP translocation imaging, zaprinast antagonism; higher % means a stronger effect; inhibition, % at 10 µM, or IC50 in µM where a hit was titrated; actives 0.052% (n = 290,000);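 active = inhibition of at least 50% with at least 30 cells and total cytoplasm GFP at most 10,000,000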
RSV CPE inhibition = inhibition of RSV-induced cytopathic effect – HEp-2 cells, primary 10 µM value included (AID 2391); HEp-2 cells, RSV-induced CPE inhibition; higher % means a stronger effect; CPE inhibition, % at 10 µM, or IC50 in µM where a hit was titrated; actives 0.13% (n = 310,000); in the data active = a potency from the dose series; note: strong numbers were not always called active
NTR1 agonist = NTR1-driven beta-arrestin-GFP spot formation – imaging, U2OS cells, high content, primary screen (AID 493036); P30989; agonist mode; activation, % at 20 µM; actives 0.17% (n = 330,000);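 active = activation at or above 40% of the spot to cytoplasm intensity ratio, with at least 20 cells analyzed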;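 note: 0% = DMSO without peptide and 100% = 100 nM NTR1 peptide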
Target sequence (P30989 whole entry, looked up): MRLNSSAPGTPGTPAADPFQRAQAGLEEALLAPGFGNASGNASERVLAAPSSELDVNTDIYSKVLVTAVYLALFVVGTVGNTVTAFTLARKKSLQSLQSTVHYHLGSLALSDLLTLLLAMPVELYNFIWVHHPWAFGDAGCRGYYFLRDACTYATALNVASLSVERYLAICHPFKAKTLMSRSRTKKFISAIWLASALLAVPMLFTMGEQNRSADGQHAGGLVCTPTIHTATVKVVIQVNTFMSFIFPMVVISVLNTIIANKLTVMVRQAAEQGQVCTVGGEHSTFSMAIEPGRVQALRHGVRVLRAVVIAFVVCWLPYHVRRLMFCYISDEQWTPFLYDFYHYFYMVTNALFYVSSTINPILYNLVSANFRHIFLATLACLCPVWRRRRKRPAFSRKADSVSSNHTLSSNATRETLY
LYP inhibition = PTPN22 lymphoid phosphatase activity blockers – biochemical, fluorescence intensity, uHTS (AID 1779); recombinant LYP phosphatase, fluorescence intensity; higher % means a stronger effect; actives 0.054% (n = 290,000); inhibition, % at 11.5 µM; hits with a dose series show IC50 in µM; in the data active = inhibition above about 50%;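 note: plate controls were vehicle with enzyme for no effect and no enzyme for full effect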
NS5 inhibitors = flavivirus cap methylation enzyme inhibition – biochemical, confirmation dose response, primary screen (AID 588689); Dengue-2 NS5 methyltransferase capping enzyme assay, biochemical; higher % means a stronger effect; inhibition, % at 25 µM, or IC50 in µM where a hit was titrated; actives 0.3% (n = 340,000); in the data active = a potency from the dose series
Autophagy HCS = autophagy modulation, high-content screen; MEF GFP-LC3 puncta imaging; test concentration mostly 10 µM; calls only at 10 µM (by protocol); actives 0.98% (n = 190,000);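 active = percentage of spot-positive cells more than 3 SD above its plate mean, without a fluorescence outlier flag or 80% toxicity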;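 note: spot-positive cell cutoff set from DMSO-treated cells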
UTI89 phage lysis = inhibition of K1F phage lysis, E. coli UTI89, bacterial capsule biogenesis inhibitors, alamar blue (AID 488966); E. coli UTI89 K1F phage lysis, alamar blue, 2 h; higher % means a stronger effect; inhibition, % at 100 µM, or IC50 in µM where a hit was titrated; actives 0.02% (n = 340,000);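 active = phage lysis inhibition, versus mean bacterial control, above a set limit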;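 note: capsule biogenesis inhibitors block K1F phage lysis so surviving cells raise fluorescence; higher fluorescence means more inhibition of phage lysis; actives were called in the ten point dose series up to 300 µM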
WT yeast gro inh mutant strain = further read-out of WT yeast gro inh, marked with its call; inhibition, %; mitochondrial fusion phenotypic screen, mutant strain inhibition
Autophagy HCS cell loss 18 h = further read-out of Autophagy HCS, marked with its call; toxicity, %; measured here: cell loss, nuclei count;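 cell loss after 18 h compound exposure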
NTR1 agonist cell count 20 µM = second read-out of NTR1 agonist, no call of its own (marks repeat the call); cell count; measured here: cell count, cytotoxicity flag
An asterisk follows results filed as active; i = inactive; . = no result given; [ ] = another dose, or the depositor's remark.

SMILES | AID2073 | WT yeast gro inh | WT yeast gro inh mutant strain | GPR35 antagonists | RSV CPE inhibition | NTR1 agonist | NTR1 agonist cell count 20 µM | LYP inhibition | NS5 inhibitors | Autophagy HCS | Autophagy HCS cell loss 18 h | UTI89 phage lysis
COc1ccccc1NS(=O)(=O)c1cc2c3c(c1)CC(=O)N3CCC2 | 0% | . | . | 6% | 2.0% | -0.9 | 57 | -9% | -4% | . | . | 0.4%
O=C(Nc1nnc(SCc2ccc(F)cc2)s1)c1ccc2c(c1)C(=O)N(c1ccccc1Cl)C2=O | 12% | 5 | 0 | -3% | 4.3% | 1.1 | 91 | 2% | 3% | i | 14 | 0.0%
Cc1ccc2c(c1)[nH]c1c(N3CCN(Cc4ccccc4)CC3)ncnc12 | 29% | 52 | 31 | 7% | -1.2% | 56* | 50* | 1% | -3% | i | -9 | 0.6%
COc1ccc2oc(C(=O)OCC(=O)N(C)c3ccccc3)c(C)c2c1 | . | . | . | . | 0.7% | -0.6 | 48 | . | 0% | . | . | 0.4%[50 µM]
COc1ccc(Br)cc1CN(C)C(=O)Cc1ccc(S(=O)(=O)N2CCOCC2)s1 | . | . | . | . | 4.0% | -0.2 | 70 | . | 2% | . | . | 0.0%[50 µM]
CC(=O)Nc1ccc(Cc2ccc3[nH]c(=O)cc(C)c3c2)cc1 | 2% | . | . | 16% | -0.1% | -0.3 | 99 | -8% | . | . | . | .
CC(=O)Nc1cccc(S(N)(=O)=O)c1C | 3% | . | . | -10% | -0.6% | 1.5 | 78 | -10% | -5% | . | . | 0.4%[50 µM]
Cc1ccc(S(=O)(=O)NC(=O)c2cc(C)n(CCCN3CCOCC3)c2C)cc1 | -1% | -8 | -6 | -14% | 3.5% | -0.4 | 41 | 2% | 6% | i | -4 | 0.0%
Clc1ccc(Nc2ccc(-n3ccnc3)nn2)cc1Cl | -4% | -8 | 4 | 16% | 2.0% | 3.4 | 51 | -7% | -10% | i | 22 | -1.0%
CCCc1cnc(N2CCN(C(=O)c3ccc(F)cc3)CC2)nc1 | 7% | . | . | -11% | 4.3% | -0.5 | 46 | -9% | 3% | . | . | -0.2%
CS(=O)(=O)N(CC(O)CON=C1c2ccccc2-c2ccccc21)c1ccc(F)cc1 (stereo not given) | -4% | -13 | 11 | 3% | 1.1% | 8.8 | 50 | 1% | -3% | i | -3 | 0.1%
CCOC(=O)c1c(C)n(C)c2ccc(O)c(CN3CCCCC3)c12 | -17% | -2 | -4 | 2% | 2.8% | 0.2 | 70 | -10% | -2% | i | -5 | -0.5%

The list goes on, starting with the last 2 of the part before.
SMILES | AID2073 | WT yeast gro inh | WT yeast gro inh mutant strain | GPR35 antagonists | RSV CPE inhibition | NTR1 agonist | NTR1 agonist cell count 20 µM | LYP inhibition | NS5 inhibitors | Autophagy HCS | Autophagy HCS cell loss 18 h | UTI89 phage lysis
CS(=O)(=O)N(CC(O)CON=C1c2ccccc2-c2ccccc21)c1ccc(F)cc1 (stereo not given) | -4% | -13 | 11 | 3% | 1.1% | 8.8 | 50 | 1% | -3% | i | -3 | 0.1%
CCOC(=O)c1c(C)n(C)c2ccc(O)c(CN3CCCCC3)c12 | -17% | -2 | -4 | 2% | 2.8% | 0.2 | 70 | -10% | -2% | i | -5 | -0.5%
O=C(NCc1ccc(F)cc1)C1CCC(CNc2c(N3CCCCC3)c(=O)c2=O)CC1 (stereo not given) | 7% | . | . | -3% | 0.4% | -0.1 | 61 | 2% | -1% | . | . | 0.2%
CCSc1nc2c(c(=O)[nH]c(=O)n2C)n1C | 2% | -140 | -44 | 1% | 2.0% | 0.4 | 79 | -4% | 2% | i | -19 | 0.2%
COCCNC(=S)N1CCc2cc(OC)c(OC)cc2C1COc1ccc(F)cc1 (stereo not given) | -10% | -6 | -7 | -8% | 0.3% | 1.4 | 55 | 5% | 1% | i | -11 | 0.4%
COc1cccc(C(=O)Nc2cccc(SC)c2)c1 | 3% | -6 | -2 | -3% | 10% | -1.4 | 72 | -5% | -8% | i | -6 | -0.1%
O=C(O)CNC(=S)N(Cc1ccc(F)cc1)C1CCCCC1 | 4% | 4 | 8 | -17% | 1.4% | 0.3 | 42 | -2% | -10% | i | 7 | 0.1%
Cc1ccc(-n2ncc3c2CC(C)(C)CC3NC(=O)Cc2c(C)noc2C)cc1 (stereo not given) | 8% | . | . | 12% | 3.1% | -0.8 | 71 | -3% | -8% | . | . | 0.7%[50 µM]
CCc1c(C)n([O-])c2c([n+]1=O)CCCCC2 | 25% | -25 | -5 | 1% | 0.7% | -1.5 | 58 | -4% | 1% | i | 6 | 4.2%[50 µM]
O=C1N=C(N2CCOCC2)S/C1=C/c1cc2c(cc1[N+](=O)[O-])OCO2 | -44% | . | . | 1% | 0.8% | 0.7 | 62 | -5% | 5% | . | . | 0.9%
c1ccc(-n2nnnc2Oc2ccc(-n3ccnc3)cc2)cc1 | 2% | -10 | -17 | -7% | 0.1% | 1.4 | 73 | -6% | -7% | i | -6 | 4.9%
COc1cccc(-c2nnc(-c3ccc(C)o3)o2)c1 | 22% | 3 | 3 | 0% | 0.0% | -0.7 | 90 | 0% | -10% | i | -3 | 0.5%
CC(C)C(c1nnnn1C1CCCC1)N1CCOCC1 (stereo not given) | 6% | -1 | 2 | 17% | 0.6% | -0.7 | 59 | -5% | -1% | i | -3 | -0.2%
O=C(c1ccc(F)cc1F)N(Cc1ccccn1)Cc1ccco1 | -11% | -2 | -12 | 8% | -0.4% | 0.5 | 84 | -5% | -2% | i | -12 | -0.2%

Some of these compounds in order of molar mass, lowest first.
SMILES | AID2073 | WT yeast gro inh | WT yeast gro inh mutant strain | GPR35 antagonists | RSV CPE inhibition | NTR1 agonist | NTR1 agonist cell count 20 µM | LYP inhibition | NS5 inhibitors | Autophagy HCS | Autophagy HCS cell loss 18 h | UTI89 phage lysis
CCc1c(C)n([O-])c2c([n+]1=O)CCCCC2 | 25% | -25 | -5 | 1% | 0.7% | -1.5 | 58 | -4% | 1% | i | 6 | 4.2%[50 µM]
CCSc1nc2c(c(=O)[nH]c(=O)n2C)n1C | 2% | -140 | -44 | 1% | 2.0% | 0.4 | 79 | -4% | 2% | i | -19 | 0.2%
COCCNC(=S)N1CCc2cc(OC)c(OC)cc2C1COc1ccc(F)cc1 (stereo not given) | -10% | -6 | -7 | -8% | 0.3% | 1.4 | 55 | 5% | 1% | i | -11 | 0.4%

Assay outcomes: PubChem, several laboratories
